PLC-beta3 inh – blocks human PLC-beta3 enzyme activity | Q01970 | Purified PLC-beta3, fluorogenic substrate, fluorescence | inhibition, % at 12.2 µM | 0.18% of 370,000 active | AID 720704; in the data active means inhibition above about 11%;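 further: 0% = median of compound wells on plate and 100% = full blocker control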
Target sequence (Q01970 whole entry, looked up): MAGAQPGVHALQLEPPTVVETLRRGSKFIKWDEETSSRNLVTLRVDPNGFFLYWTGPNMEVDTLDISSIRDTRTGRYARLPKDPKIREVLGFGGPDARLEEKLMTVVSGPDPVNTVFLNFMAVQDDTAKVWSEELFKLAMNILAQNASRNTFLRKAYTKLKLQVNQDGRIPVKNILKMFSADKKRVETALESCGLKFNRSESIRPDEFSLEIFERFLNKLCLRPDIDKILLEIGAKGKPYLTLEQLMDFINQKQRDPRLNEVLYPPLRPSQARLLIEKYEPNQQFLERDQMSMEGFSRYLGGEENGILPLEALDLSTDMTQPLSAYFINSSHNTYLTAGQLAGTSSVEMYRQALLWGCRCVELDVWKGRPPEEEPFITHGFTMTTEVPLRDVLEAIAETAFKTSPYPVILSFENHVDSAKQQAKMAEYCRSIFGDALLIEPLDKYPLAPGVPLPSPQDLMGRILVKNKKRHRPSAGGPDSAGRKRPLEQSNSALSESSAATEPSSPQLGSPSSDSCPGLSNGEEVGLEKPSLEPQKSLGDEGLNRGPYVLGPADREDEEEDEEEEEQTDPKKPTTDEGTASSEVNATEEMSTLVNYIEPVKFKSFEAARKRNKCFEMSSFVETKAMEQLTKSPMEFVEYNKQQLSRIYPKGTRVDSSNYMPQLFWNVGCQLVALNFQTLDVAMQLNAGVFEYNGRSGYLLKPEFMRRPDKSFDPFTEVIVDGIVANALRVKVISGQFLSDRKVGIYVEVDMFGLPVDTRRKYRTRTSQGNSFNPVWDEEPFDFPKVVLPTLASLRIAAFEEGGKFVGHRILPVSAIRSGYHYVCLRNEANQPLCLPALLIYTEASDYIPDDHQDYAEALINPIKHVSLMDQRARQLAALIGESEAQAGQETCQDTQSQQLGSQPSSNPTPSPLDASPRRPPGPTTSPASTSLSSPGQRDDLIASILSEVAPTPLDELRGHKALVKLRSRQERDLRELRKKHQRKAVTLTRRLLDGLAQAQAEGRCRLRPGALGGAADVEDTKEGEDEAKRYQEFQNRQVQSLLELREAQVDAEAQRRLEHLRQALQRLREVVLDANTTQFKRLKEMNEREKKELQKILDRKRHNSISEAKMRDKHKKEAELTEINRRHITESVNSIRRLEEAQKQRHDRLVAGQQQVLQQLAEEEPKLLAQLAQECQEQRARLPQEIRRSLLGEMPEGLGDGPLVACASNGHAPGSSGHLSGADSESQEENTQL
Rev-erbA mod – modulates human Rev-erb alpha binding to DNA; P20393; Rev-erbα–FITC-DNA binding, fluorescence polarization, 90 min; activity, % at 10 µM; 0.79% of 370,000 active; AID 1259318;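 active means activity above about 14%, limit read from the data; passing the limit was not always enough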;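 further: 0% = DMSO wells with 35 nM protein and 100% = DMSO wells with 750 nM protein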
ssDAF12 agonist – S. stercoralis DAF-12 activation, primary screen. activation, % at 6.8 µM. HEK293 ssDAF-12/GRIP1 lit1-tk-luc reporter, luminescence; % of 3 µM dafachronic acid response. 1% of 370,000 active;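 active means activation above the mean over all tested compounds plus 3 SD, cut at about 0.9% in these data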;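 further: 0% = DMSO-only wells and 100% = 3 µM delta7-dafachronic acid wells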
DAX1 inh-1 – inhibits human nuclear receptor DAX1; P51843; HEK293 Gal4-DAX1 luciferase reporter, luminescence; inhibition, % at 6.75 µM; 0.99% of 340,000 active; AID 504766;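 active means inhibition above the mean over all tested compounds plus 3 SD, cut at about 4.2% in these data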;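 further: 0% = DAX1-transfected cells with DMSO and 100% = empty-vector control cells with DMSO; inhibition shows as a rise in luminescence from relieved DAX1 repression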
hgDAF12 agonist – hgDAF-12 agonism, primary luciferase screen | HEK293 GAL4-hgDAF12 UAS-luciferase reporter, agonist luminescence; normalized to butyrate control | activation, % at 6.8 µM | 1.8% of 370,000 active | AID 687014;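 active means activation above a cutoff set at the mean of all screened compounds plus 3 SD, cut at about 10% in these data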;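 further: 0% = DMSO wells and 100% = sodium butyrate wells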
hcDAF-12 act – activates DAF-12 receptor from parasite H. contortus. HEK293 hcDAF-12 lit1-tk-luc reporter, luminescence; 0% DMSO, 100% Δ7-dafachronic acid. activation, % at 6.8 µM. 1.4% of 370,000 active. AID 652067;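 active means activation above the mean of all tested compounds plus 3 SD, cut at about 5.5% in these data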;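 further: 100% = response to 3 µM Δ7-dafachronic acid high control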
GAA850 FXN act – increases GAA850 frataxin promoter reporter activity; activation, % at 6 µM; 0.56% of 360,000 active; HEK293 lucGAA850 FXN promoter luciferase reporter, 24 h; percent of 10 µM SAHA response; AID 540364;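 active means activation above the average of all compounds screened plus 3 SD, cutoff fixed separately per campaign, cut at about 7.5% in these data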;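 further: 0% = DMSO wells and 100% = 10 µM SAHA wells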
PG9 binder – PG9 antibody binding by small molecule; TR-FRET gp120-PG9 antibody binding; AID 624416; inhibition, % at 6.7 µM; 0.43% of 360,000 active; in the data active means inhibition above about 8.5%
SMARCA2 act – SMARCA2 function activation, primary screen | MG213 cells, MMTV-luciferase reporter, dexamethasone, overnight | activation, % at 9.1 µM | 1% of 370,000 active | AID 652017; in the data active means activation above about 7.8%;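 further: 0% = vehicle wells and 100% = reference activator wells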
DAX1 inh-2 – inhibitors of DAX1 repression of SF-1 activated StAR promoter | inhibition, % at 6.8 µM | HEK293T StAR-luciferase reporter, SF-1/DAX-1 repression relief | 1.1% of 370,000 active | AID 652010;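 active means inhibition above the mean over all tested compounds plus 3 SD, cut at about 3.6% in these data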;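 further: 0% = DAX-1 cells with DMSO and 100% = cells lacking DAX-1 with DMSO; higher inhibition means more luminescence from relief of DAX-1 repression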
HGIII-sPLA2 inh – Inhibits HGIII-sPLA2 liposome hydrolysis, primary screen. 0.56% of 370,000 active. QFRET BODIPY PC-A2 liposome hydrolysis, fluorescence. AID 743126. inhibition, % at 12.2 µM. Q9NZ20;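 active means inhibition above mean plus 3 SD of compounds lying within the high and low control bounds, cut at about 19% in these data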;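 further: 0% = median of test compound wells and 100% = no enzyme DMSO wells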
Numbers without * were called inactive; i = inactive; · = not tested or not shown.

nr	Molecule	HGIII-sPLA2 inh	DAX1 inh-1	GAA850 FXN act	hcDAF-12 act	PLC-beta3 inh	hgDAF12 agonist	Rev-erbA mod	ssDAF12 agonist	DAX1 inh-2	PG9 binder	SMARCA2 act
1	CC(C)Cc1n[nH]c(=O)c2c1nnn2Cc1ccccc1F	-11.0	0.6	1.6	-0.9	-4.9	-3.8	-0.2	-0.9	0.2	-2.2	1.5
2	CC1(Cc2ccc(F)cc2)C(=O)Nc2c(Cl)cccc21 (centres undefined)	3.5	·	2.7	-1.2	0.8	-0.2	-1.2	-1.5	0.2	1.1	-1.6
3	Cc1cc(=O)n2nc(N3CCC(C(=O)NCCc4ccc(Cl)cc4)CC3)sc2n1	1.7	-0.2	-2.6	-2.0	-5.0	-1.4	-0.7	-1.3	-0.1	-2.7	3.3
4	COc1cc(C=O)ccc1OCCCOc1ccc([N+](=O)[O-])cc1	-2.3	-0.9	0.1	0.0	-2.2	6.8	3.6	-1.5	-1.6	-0.1	-0.3
5	CN(C)C(CNC(=O)c1cccc(S(=O)(=O)N(C)C)c1)c1ccccc1 (centres undefined)	-4.3	0.4	1.7	-1.1	2.4	1.4	1.3	-0.7	-0.1	-2.6	-1.4
6	CCC(=O)N1CCN(c2ccccc2NC(=O)Cc2ccc(Cl)cc2)CC1	-4.5	0.4	0.0	-0.6	-0.8	-0.2	-3.2	-0.3	-0.5	-1.2	-0.3
7	Fc1ccc(Nc2ccnc(Nc3ccc(F)cc3)n2)cc1	-16.1	0.0	8.4*	2.8	-0.4	9.1	1.9	-0.6	0.4	-1.4	-0.5
8	O=C(COC(=O)CCC(=O)c1cccs1)Nc1ccc(Cl)cn1	0.2	-0.3	2.2	0.2	-13.5	-2.7	0.8	-1.4	-0.3	-0.3	-1.7
9	Cc1oc(-c2ccccc2)[n+]([O-])c1C	-0.2	1.5	-1.5	1.6	1.9	-0.6	3.1	-1.0	0.2	-0.5	-2.7
10	O=C(N/N=C/c1ccc(Br)o1)/C(=C/c1ccc([N+](=O)[O-])cc1)NC(=O)c1ccccc1	-9.7	-0.9	-0.2	-2.1	-8.6	-0.4	-2.8	-2.0	-0.7	-3.2	-0.2
11	NS(=O)(=O)c1ccc(NC(=O)COC(=O)c2ccc(Cl)cc2[N+](=O)[O-])cc1	-12.8	1.1	0.9	-2.1	-5.0	-0.9	2.6	-1.0	-0.4	1.0	-2.4
12	COC(=O)NC1(C(F)(F)F)C(=O)Nc2c1c(=O)n(C)c(=O)n2C (centres undefined)	-1.5	0.0	0.3	-0.2	-0.4	0.6	0.0	-1.6	-0.4	-0.2	1.8
13	O=C(CCNS(=O)(=O)c1c(Cl)cccc1Cl)OCC(=O)c1ccccc1F	5.0	-0.5	1.7	3.3	-1.0	-2.1	3.3	-0.9	0.0	0.1	-2.7
14	O=C(CN1CCCCCC1)Nc1cccc(Br)c1	4.5	-0.2	0.2	0.7	3.6	-2.2	-1.8	-0.7	-0.1	1.2	-0.1
15	COC(=O)N(C)C[C@@H]1OCc2cn(nn2)CCCC(=O)N([C@@H](C)CO)C[C@H]1C	6.1	-0.6	0.1	-0.7	2.2	-0.1	11.2	-0.6	-0.5	2.6	-0.4
16	O=C(Nc1ccc(Cl)c(Cl)c1)c1ccccc1	-2.2	3.4	5.1	2.0	2.1	2.7	0.0	-0.4	-0.3	-2.5	3.2
17	Cc1cc(N/N=C2/CCCc3ccccc32)nc2ccccc12	-5.5	3.6	6.7	0.2	-8.8	-0.7	6.3	0.8	2.0	-2.2	-0.4
18	CC1CCCN(CCCNC(=O)c2nn(C)c3c2CSc2ccccc2-3)C1 (centres undefined)	-5.0	1.1	1.9	0.0	-5.0	-2.0	5.6	-0.8	0.5	0.9	-2.5
19	CN1CCN(C(=O)c2ccc(N(C)S(=O)(=O)c3cccs3)cc2)CC1	0.6	0.3	0.1	-1.1	0.4	2.4	5.1	-1.1	0.1	-2.4	-1.0
20	CN(CC(=O)Nc1ccc(N2CCOCC2)cc1)C(=O)CCNC(=O)c1ccccc1Cl	15.4	-1.2	-0.1	0.8	-9.6	-1.2	-1.0	-0.5	-0.5	-1.3	-2.9
21	O=C(NCC1CCN(C(=O)C(=O)c2cc3ccccc3o2)CC1)c1ccc2c(c1)OCO2	-4.0	·	·	0.9	0.7	-0.2	4.8	-1.6	1.3	-2.1	1.4
22	COC(=O)C(CCSC)NC(=O)c1cc2c(n(-c3ccc(C)cc3)c1=O)CCCC2=O (centres undefined)	-7.7	-0.4	2.0	0.0	-4.1	-2.4	2.2	-1.1	-0.3	1.3	-0.5
23	CCOC(=O)C1CCN(CC(=O)c2c(C)[nH]c3cc(C)ccc23)CC1	-9.2	-0.8	0.7	3.8	-2.6	-0.9	1.2	-0.8	-0.9	-2.4	-0.1
24	CC(=O)/C(C#N)=C1\NC(=O)C(Cc2ccccc2C)S1 (centres undefined)	-6.8	·	-5.1	0.3	-23.7	-7.8	-3.1	-0.8	-1.0	0.2	-0.4
25	CC(C)C(=O)Nc1nnc(Cc2ccccc2)s1	0.3	1.8	1.8	3.6	-1.9	2.5	-2.5	0.0	1.2	1.9	-0.4
26	Cc1c(C(=O)Nc2nnc(C3CC3)s2)oc2c(Cl)cccc12	-0.4	0.9	2.7	3.7	-13.7	3.3	-6.0	0.2	2.1	-0.3	1.0
27	Cc1ccc(NC(=O)c2cccc3c2-c2ccccc2C3=O)cc1C	2.6	1.0	-2.5	0.3	-0.2	-1.1	10.1	-0.9	-1.5	-0.5	-2.0
28	O=C(COC(=O)COc1ccccc1)Nc1cccnc1Cl	5.5	0.7	-0.2	-1.5	-3.4	2.9	-9.9	-0.9	-1.0	1.2	-3.2
29	CCN(CC)CCSc1nc2c([nH]1)c(=S)n(C)c(=O)n2C	0.5	-1.8	2.1	-0.6	-41.5	-0.6	5.0	-1.1	-0.1	-0.5	-3.0
30	Cc1cc(NS(=O)(=O)c2ccc(NC(=O)c3cc4ccccc4o3)cc2)nc(C)n1	-23.6	0.2	-0.5	1.7	4.2	-1.0	-2.1	-1.4	-0.6	0.3	-0.8
31	CCn1cc(SCC(=O)NCc2ccc3c(c2)OCO3)c2ccccc21	5.3	0.7	1.3	0.6	5.7	-1.8	2.8	-0.9	-0.5	-2.1	-3.6
32	CCOc1ccc(C(=O)N2CCCN(C(=O)c3ccc(OCC)cc3)CC2)cc1	-4.4	0.5	-0.3	1.8	2.8	-1.6	-5.7	-1.1	-0.8	-1.0	-0.6
33	COc1ccccc1NC(=O)Cc1nnc(SCC(=O)NC2=NCCS2)n1C	3.0	0.0	0.3	1.1	-0.2	0.3	1.9	-0.5	0.3	-4.5	-4.2
34	CCOc1ccc(C2NC(=O)c3sc(=S)n(-c4ccccc4)c3N2)cc1 (centres undefined)	3.8	0.4	2.5	-1.1	3.9	1.9	2.6	-0.7	0.1	-0.6	-3.5
35	O=C(NC(=S)Nn1cnc2c(cnn2-c2ccccc2)c1=O)c1ccc(Oc2ccccc2)cc1	-1.0	-1.0	-0.9	0.4	2.5	-0.1	0.5	-0.7	0.6	-2.0	-3.6
36	CCOc1ccc(NC(=O)c2ccncc2)cc1	0.2	3.5	1.3	0.8	6.0	-0.1	-3.5	-1.5	0.0	-0.5	-2.3
37	COC(=O)CN1C(=O)N/C(=C/c2cc3c(cc2OC)OCO3)C1=O	-4.0	-1.2	0.2	0.5	-58.1	2.9	1.7	-1.9	0.1	-5.9	-1.6
38	C=CCOc1c2ccc(C(=O)NCc3ccccc3OC)cc2nn1C	4.0	1.7	2.5	-0.2	i	-0.1	-0.6	-1.1	-0.3	-0.1	3.0
39	CCn1c(CN2CCOCC2)nnc1SCC(=O)Nc1ccccc1C	6.5	0.0	-2.9	0.7	-5.7	2.5	-2.1	-0.9	0.3	0.6	-1.9
40	CCCCC(=O)N(CCOC)c1nnc(-c2cccnc2)s1	2.1	0.9	2.5	-0.8	3.0	1.1	-1.8	-0.8	-0.1	1.0	-0.9
41	CCOc1ccc(-n2c(=O)c3ccccc3c3ccccc3c2=O)cc1	4.6	4.9*	-0.1	-0.4	-4.9	-0.3	0.7	-1.2	0.0	-3.1	-2.5
42	COc1ccc(S[C@]2(C(=O)N3CCCC3)CC(=O)N(C(=O)C3CC3)[C@@H]2c2ccc(OC)cc2)cc1	6.4	·	·	-1.0	1.8	1.4	10.2	-0.8	-1.8	·	-1.0
43	COc1cc(/C=C/C(=O)c2ccc3c(c2)OCO3)cc(Cl)c1O	-6.3	-0.2	-1.0	0.2	-103.0	1.0	3.2	-0.6	-0.5	-3.2	3.9
44	COc1ccc(CNC(=O)COC(=O)/C=C/c2cccc(Br)c2)cc1	-4.9	0.1	0.6	0.1	-6.7	0.3	-1.5	-2.0	0.7	1.3	0.1
45	O=C(COc1ccc2ccccc2c1)NNC(=O)Nc1ccc(F)cc1F	-30.3	-0.4	3.0	0.0	-9.2	0.5	11.2	-0.9	1.0	-3.9	1.6
46	COc1ccc(-n2nc([N+](=O)[O-])c(=NCc3cccnc3)n2O)cc1	16.7	-0.2	0.0	-0.4	2.6	5.9	0.2	-0.4	1.1	4.0	5.6
47	Cc1c(CC(=O)NCCCC(=O)O)c(=O)oc2cc3oc4c(c3cc12)CCCC4	-0.4	-0.5	0.8	-1.4	-126.3	-1.2	3.0	-1.1	0.3	-0.7	-2.1
48	CCOC(=O)C1=C(COC(=O)/C=C/c2ccc(SC)cc2)NC(=O)NC1C (centres undefined)	1.2	-0.3	3.2	-0.3	-110.6	-2.3	5.7	-1.1	0.1	0.0	-1.0

High-throughput results deposited in PubChem BioAssay by several laboratories.
